Source: PubChem (several laboratories)
ssDAF12 agonist: S. stercoralis DAF-12 nuclear receptor activators, primary screen, cell-based, luminescence, HEK293, GRIP1 co-expression, lit1-tk-luc; hit rate 1% among 370,000; HEK293 ssDAF-12/GRIP1 lit1-tk-luc reporter; % of 3 µM dafachronic acid response; Nuclear hormone receptor DAF-12 (Strongyloides stercoralis); AID 652126, 2013; activation, % at 6.8 µM;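 active = activation above the mean over all tested compounds plus 3 SD, cut at about 0.9% in these data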;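 also: 0% = DMSO-only wells and 100% = 3 µM delta7-dafachronic acid wells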
hcDAF12 agonist: H. contortus DAF-12 nuclear receptor activators, primary screen, cell-based, luminescence, HEK293, lit1-tk-luc reporter. HEK293 hcDAF-12 lit1-tk-luc reporter; 0% DMSO, 100% Δ7-dafachronic acid. activation, % at 6.8 µM. hit rate 1.4% among 370,000. AID 652067, 2013;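 active = activation above the mean of all tested compounds plus 3 SD, cut at about 5.5% in these data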;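 also: 100% = response to 3 µM Δ7-dafachronic acid high control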
GAA850 FXN act: FXN promoter activators, primary screen, cell-based, luciferase luminescence, HEK293 lucGAA850; hit rate 0.56% among 360,000; activation, % at 6 µM; HEK293 lucGAA850 FXN promoter luciferase reporter, 24 h; percent of 10 µM SAHA response;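 active = activation above the average of all compounds screened plus 3 SD, cutoff fixed separately per campaign, cut at about 7.5% in these data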;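 also: 0% = DMSO wells and 100% = 10 µM SAHA wells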
SMARCA2 act: SMARCA2 (BRM) function activators, primary screen, cell-based, luminescence, high throughput. MG213 cells, MMTV-luciferase reporter, dexamethasone, overnight. activation, % at 9.1 µM. hit rate 1% among 370,000; in the data active = activation above about 7.8%;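 also: 0% = vehicle wells and 100% = reference activator wells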
DAX1 inh-1: DAX1 (NR0B1) inhibitors, primary screen, cell-based, HEK293, Gal4-DAX1, luciferase luminescence | Nuclear receptor subfamily 0 group B member 1 (Homo sapiens), P51843 | HEK293 Gal4-DAX1 luciferase reporter | inhibition, % at 6.75 µM | hit rate 0.99% among 340,000 | AID 504766, 2011;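 active = inhibition above the mean over all tested compounds plus 3 SD, cut at about 4.2% in these data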;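 also: 0% = DAX1-transfected cells with DMSO and 100% = empty-vector control cells with DMSO; inhibition shows as a rise in luminescence from relieved DAX1 repression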
NPR1 activator: GC-A stimulated cGMP production enhancers – HEK293 GC-A cells, cGMP TR-FRET, EC30 ANP, primary screen; activation, % at 10 µM; 0% at EC30 ANP, 100% saturating ANP; hit rate 0.14% among 370,000; in the data active = activation above about 40%
KLK7 zymogen act: proKLK7 zymogen activators, primary screen, biochemical, fluorescence intensity; Kallikrein-7 (Homo sapiens), P49862; purified proKLK7, EDANS-DABCYL substrate fluorescence; 100% is mature enzyme control, 0% vehicle; activation, % at 7 µM; hit rate 0.9% among 370,000;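 active = activation above the mean of all tested compounds plus 3 SD, computed per campaign excluding outliers beyond control limits, cut at about 13% in these data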
Target sequence (P49862 whole entry, looked up): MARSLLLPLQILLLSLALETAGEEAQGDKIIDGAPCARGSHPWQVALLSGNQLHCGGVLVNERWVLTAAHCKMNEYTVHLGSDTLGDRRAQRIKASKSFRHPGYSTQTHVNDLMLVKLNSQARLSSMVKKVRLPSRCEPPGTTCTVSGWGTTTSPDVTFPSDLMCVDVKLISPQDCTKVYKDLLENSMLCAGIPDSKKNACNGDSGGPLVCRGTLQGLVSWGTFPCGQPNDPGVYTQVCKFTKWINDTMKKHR
DAX1 inh-2: DAX1 (NR0B1) inhibitors on StAR promoter, primary screen, cell-based, luminescence, SF-1 (NR5A1), full-length DAX-1 | HEK293T StAR-luciferase reporter, SF-1/DAX-1 repression relief | inhibition, % at 6.8 µM | hit rate 1.1% among 370,000 | AID 652010, 2013;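 active = inhibition above the mean over all tested compounds plus 3 SD, cut at about 3.6% in these data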;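 also: 0% = DAX-1 cells with DMSO and 100% = cells lacking DAX-1 with DMSO; higher inhibition means more luminescence from relief of DAX-1 repression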
sPLA2-III inh: human group III sPLA2 inhibitors, primary screen, biochemical, QFRET, BODIPY PC-A2 liposome substrate; hit rate 0.56% among 370,000; AID 743126, 2013; Group 3 secretory phospholipase A2 (Homo sapiens), Q9NZ20; inhibition, % at 12.2 µM; QFRET BODIPY PC-A2 liposome hydrolysis, fluorescence;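 active = inhibition above mean plus 3 SD of compounds lying within the high and low control bounds, cut at about 19% in these data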;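 also: 0% = median of test compound wells and 100% = no enzyme DMSO wells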
Target sequence (Q9NZ20 whole entry, looked up): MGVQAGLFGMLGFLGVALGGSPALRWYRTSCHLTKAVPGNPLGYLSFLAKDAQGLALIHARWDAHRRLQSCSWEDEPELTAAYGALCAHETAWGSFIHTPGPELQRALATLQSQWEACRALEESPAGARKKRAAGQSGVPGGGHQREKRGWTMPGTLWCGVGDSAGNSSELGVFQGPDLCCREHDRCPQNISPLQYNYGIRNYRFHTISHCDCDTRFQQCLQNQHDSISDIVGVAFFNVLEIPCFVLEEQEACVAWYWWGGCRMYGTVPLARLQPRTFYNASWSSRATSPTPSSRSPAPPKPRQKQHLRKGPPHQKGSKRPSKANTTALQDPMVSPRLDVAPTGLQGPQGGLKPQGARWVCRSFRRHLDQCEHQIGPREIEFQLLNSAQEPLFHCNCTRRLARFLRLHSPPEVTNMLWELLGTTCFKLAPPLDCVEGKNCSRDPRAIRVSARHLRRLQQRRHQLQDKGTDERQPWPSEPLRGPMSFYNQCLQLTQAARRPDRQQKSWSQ
GC-B act: human GC-B receptor activators, primary screen, HEK293 GC-B cells, cGMP TR-FRET, EC30 CNP; Atrial natriuretic peptide receptor 2 (Homo sapiens), P20594; 0% at EC30 CNP, 100% saturating CNP; activation, % at 10 µM; hit rate 0.11% among 370,000; AID 1920062, 2024;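 active = activation at 10 µM reaching about 35% in either raw or pattern-adjusted values, limit read from the data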
hgDAF12 agonist: H. glycines DAF-12 receptor agonists, primary screen, cell-based, luminescence, HEK293, GAL4 fusion, UAS-luciferase | HEK293 GAL4-hgDAF12 UAS-luciferase reporter, agonist luminescence; normalized to butyrate control | activation, % at 6.8 µM | hit rate 1.8% among 370,000;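 active = activation above a cutoff set at the mean of all screened compounds plus 3 SD, cut at about 10% in these data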;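 also: 0% = DMSO wells and 100% = sodium butyrate wells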
Starred values were filed as active, the others as inactive; / = not tested or not shown.

Structure	DAX1 inh-2	GAA850 FXN act	hcDAF12 agonist	SMARCA2 act	sPLA2-III inh	DAX1 inh-1	hgDAF12 agonist	GC-B act	NPR1 activator	ssDAF12 agonist	KLK7 zymogen act
Nc1cccc(Oc2ccc3c(c2)C(=O)N(CCO)C3=O)c1	0.6	0.2	0.1	-2.4	11.4	-0.2	1.5	0.3	-5.1	-1.9	-0.1
Cc1cccc(OCc2nnc(SCC(=O)Nc3cccc(C(=O)N4CCOCC4)c3)o2)c1C	-0.5	-0.1	-1.2	-0.3	1.8	1.3	-2.6	-0.2	2.7	-1.2	-0.1
O=C(CSc1ccsc1[N+](=O)[O-])N1CCN(c2ccc(Cl)cc2)CC1	-0.6	-0.5	0.6	2.6	3.9	0.0	1.1	-3.1	-4.6	-1.4	1.0
Cc1ccc(Nc2nnc(SC(C)C(=O)NCC3CCCO3)s2)cc1C (stereo unspecified)	0.8	0.6	-1.3	2.6	-2.6	-0.5	-1.1	-0.3	-0.7	-0.9	0.1
COc1ccccc1OCC(O)Cn1nc(C)cc1C (stereo unspecified)	-0.5	-1.4	0.1	-0.8	-1.1	2.1	1.3	3.7	4.1	-0.7	0.1
CC(=O)NC12CC3CC(C1)CC(C(=O)N1CCN(S(=O)(=O)c4ccccc4[N+](=O)[O-])CC1)(C3)C2	-1.2	0.4	-0.2	-4.3	7.0	-0.4	-2.3	-3.4	1.9	-1.3	-0.3
COc1ccc(CCn2c(C3CCCCC3)nc3c(c(=O)c4ccccc4n3C)c2=O)cc1OC	0.4	-5.7	-2.4	-2.7	-1.2	0.9	-4.3	0.1	-0.6	-2.1	0.9
Cc1cc(C)cc(N(CCC#N)C(=O)COC(=O)C2CCN(S(=O)(=O)c3ccc(C)c(C)c3)CC2)c1	0.3	-0.8	1.5	-1.6	-9.2	0.2	-1.0	0.8	-0.5	-0.5	0.8
CC1(C(=O)Nc2ccc3c(c2)OCO3)CCN1C(=O)C1(c2ccc(Cl)cc2)CC1 (stereo unspecified)	-0.9	-1.0	0.1	4.4	15.8	/	-2.3	-4.3	-5.3	-1.0	-0.5
COc1ccccc1CNC(=O)Nc1nc(C(N)Cc2ccc(Cl)cc2)cs1 (stereo unspecified)	-2.0	0.1	-0.9	-1.5	13.4	/	0.5	-9.7	-11.7	-1.6	-0.2
COC(=O)[C@H]1C[C@@]2(O)CN(S(=O)(=O)c3ccc(C)cc3)C[C@@]2(OC(=O)NC2CC2)C[C@H]1C(=O)OC	-0.2	-1.6	0.0	-2.2	-1.0	-0.1	-0.3	1.0	2.9	-0.6	0.3
O=C(NNC(=O)C1CC1c1ccccc1)c1cccc([N+](=O)[O-])c1 (stereo unspecified)	0.1	3.8	0.0	3.8	-7.4	-0.7	1.5	0.9	3.5	-0.4	-0.3
CSc1ncccc1C(=O)OCC(=O)C(C)(C)C	-1.7	0.7	-0.2	-2.0	-7.9	0.6	0.2	0.2	0.4	-1.1	-0.6
Cc1cc(C)nc(SCC(=O)Nc2ncc(Cc3cccc(Cl)c3Cl)s2)n1	0.9	0.9	-0.5	-0.9	-1.0	-0.9	0.1	-1.1	2.9	-0.4	-0.3
Cc1cc(C)c(C)c(S(=O)(=O)NCCN2CCOCC2)c1C	0.4	2.4	-1.7	-0.7	8.2	-0.2	0.7	3.9	-3.5	-1.3	-0.3
CCCCn1c(N)c(N(CC)C(=O)c2cccc(S(=O)(=O)N3CCN(C)CC3)c2)c(=O)[nH]c1=O	-1.0	0.6	-1.4	-1.0	11.4	2.0	0.8	-3.0	2.9	-0.1	-0.1
Cn1ccc(C(=O)OCC(=O)Nc2cccc3ccccc23)n1	-2.1	1.2	1.5	3.7	2.4	-0.4	0.9	0.9	2.9	-0.9	0.0
Oc1ccc(-c2c(C3=CCCCC3)sc3ccccc23)cc1	0.3	-0.3	-1.3	1.9	3.4	0.1	-0.1	-2.8	-2.8	-0.7	-0.3
Cn1cc(/C=N/NC(=O)c2cccc([N+](=O)[O-])c2)c2ccccc21	-0.9	-2.1	2.4	3.6	-0.6	-0.8	3.0	1.4	4.2	0.2	0.2
COc1ccccc1C(CNC(=O)CN(C)S(=O)(=O)c1ccc(C)cc1)N1CCCC1 (stereo unspecified)	-0.6	0.8	0.1	-0.6	0.9	-0.4	-0.8	0.7	0.9	-1.5	0.5
O=C(c1c(F)cccc1F)N1CCCC(c2nc(-c3ccc(F)cc3)no2)C1 (stereo unspecified)	-0.4	3.0	-1.1	-1.3	0.8	-1.0	0.4	-1.9	6.3	-1.2	-0.3
N#CCCn1ncn(-c2ccccc2)c1=S	0.1	-0.3	1.1	1.2	3.0	0.9	0.1	6.9	-0.9	-1.2	0.1
COc1ccc(-c2cc(C(F)(F)F)nc(SCCC(=O)Nc3cc(C)on3)n2)cc1	0.1	-1.1	-1.6	-1.6	4.3	-0.9	1.1	-5.7	4.3	-1.4	0.0
CCn1cnnc1SCC(=O)NCC1COc2ccccc2O1 (stereo unspecified)	0.9	0.5	-0.9	-2.3	3.7	-0.9	0.5	-0.6	2.4	-1.6	0.1
CCOc1cc(/C=C2\SC(=S)N(Nc3ccccc3)C2=O)ccc1O	1.3	6.2	0.0	3.9	-15.0	-0.1	3.3	4.7	0.3	-0.9	0.3
O=C(COC(=O)/C=C/c1cccc(Cl)c1)Nc1ccc(N2CCOCC2)cc1	-0.8	-0.8	-0.3	-0.9	9.0	1.0	0.1	-8.8	0.3	-0.9	0.0
O=C(Nc1cccnc1)c1ccc(S(=O)(=O)c2ccccc2)cc1	0.2	0.9	-0.3	-1.2	-29.7	-1.7	-0.5	-8.6	-10.1	-1.4	1.2
O=C1CCC(=O)N1CN(C(=O)c1ccco1)c1ccc(Cl)c(Cl)c1	0.0	-0.4	-0.9	-2.9	6.2	0.6	2.0	-1.4	2.0	-0.3	-0.4
Cc1ccc(C(=O)Nc2sc(C(=O)N(C)C)c(C)c2C#N)cc1	0.3	1.9	-2.2	-2.1	6.7	1.5	-0.3	9.7	-0.1	-1.5	-0.4
COc1ccc(NC(=O)CSc2nnc(-c3cccs3)n2N)c(OC)c1	-1.5	0.4	-0.9	3.7	5.0	1.1	-2.7	-2.1	-0.6	-1.1	0.8
COc1ccc(-c2csc(C(O)c3ccc(OC)cc3)n2)cc1 (stereo unspecified)	-3.3	0.3	-2.6	-7.0	-14.6	/	-1.7	1.1	6.8	-1.5	0.2
CCCCn1c(SCC(=O)Nc2ccccc2C(F)(F)F)nc2ccsc2c1=O	0.1	-1.8	0.1	-1.2	7.2	-0.6	2.5	3.9	-3.4	-1.5	-0.2
CN(Cc1ccc(F)cc1)C(=O)c1cccc(OCc2ccccc2)c1	0.3	0.5	-2.3	-4.1	2.2	3.0	-2.4	0.6	-4.6	-1.7	0.6
CC(C)(C)c1ccc(S(=O)(=O)Nc2ccc(C(=O)N3CCCC3)cc2)cc1	-2.4	1.7	-1.2	2.0	-26.8	0.4	-1.3	2.8	-1.1	-0.5	0.4
COc1ccc2oc(=O)c(-c3csc(Nc4ccc(O)cc4)n3)cc2c1	-1.4	18.6*	-2.4	-1.7	-6.8	-2.6	-5.8	-4.9	5.7	-2.1	-0.5
COc1ccc(/C(C)=N/Nc2nc(C)cc(-c3ccccc3)n2)cc1	0.1	-5.1	-1.4	-2.7	-3.1	/	-0.2	-2.7	-2.5	-1.4	1.0
O=C(NCc1ccccc1)/C(=C\c1cccc([N+](=O)[O-])c1)NC(=O)c1ccco1	0.0	-1.6	1.4	0.9	1.9	1.8	-1.8	2.1	-0.2	-1.6	0.1
COC(=O)c1sc(NC(=O)c2cc3c(s2)CCCC3)nc1C	1.9	5.3	4.5	5.2	-2.0	-0.3	7.0	-4.0	-1.1	-1.1	-0.6
Cc1cc(C(=O)NN=C2CCCCC2)c2ccccc2n1	-1.8	-2.0	2.0	-2.9	14.1	-1.5	0.1	-2.4	-1.5	-0.2	-0.2
COc1ccc(-n2c(COc3ccc(Cl)cc3)nnc2SCC(=O)c2ccc(-c3ccccc3)cc2)cc1	-0.9	/	-0.1	-6.0	-6.1	/	3.1	1.9	1.5	-1.4	-0.6
Cc1ccc(S(=O)(=O)N2CCC(=O)N(C(COCc3ccccc3)Cc3ccccc3)CC2)cc1 (stereo unspecified)	0.1	-1.5	-1.3	1.6	-0.8	0.8	1.7	-2.8	-0.7	-0.8	-0.4
CSc1nsc(SC)c1C(=O)NCCNS(=O)(=O)c1ccc(C)cc1	-0.2	2.4	-1.4	-1.8	2.6	-0.1	-2.7	1.8	-0.4	-1.5	0.1
CC(=O)NS(=O)(=O)c1ccc(NC(=O)CSc2ccc(C)cc2)cc1	0.5	-1.1	1.7	-3.2	2.0	0.5	3.1	-4.0	4.2	-1.0	-1.1
COCCCn1c(SCC(=O)Nc2cccc(C)n2)nnc1-c1ccco1	-0.8	-1.2	-0.2	-2.3	-1.8	1.5	-0.6	3.5	2.9	-0.8	-0.2
